Screening data from PubChem BioAssay.
HT1080 viability: HT1080 cell viability loss – fluorescence readout (AID 620). HT1080 viability, fluorescence; higher % means a stronger effect. cytotoxicity, % at 10 µM; hits with a dose series show EC50 in µM. actives 0.42% (n = 87,000);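 note: cells exposed to compound overnight then 4 h with Alamar Blue; 0% = vehicle DMSO and 100% = killing control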
HPDE-C7K KRASV12: viability loss of HPDE-C7K cells – cell-based, fluorescence, HTS, primary screen (AID 431) | HPDE-C7K KRASV12 cells, Alamar Blue viability, 48 h; higher % means a stronger effect | cytotoxicity, % at 10 µM; hits with a dose series show EC50 in µM | actives 1.7% (n = 63,000);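 active = compounds whose percent cytotoxicity in the single-dose primary screen, scaled between solvent and toxic-drug controls, exceeds 50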;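 note: 0% = DMSO solvent wells and 100% = doxorubicin-treated wells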
HPDE-C7 viability: cytotoxicity in HPDE-C7 cells, cell-based, fluorescence, HTS (AID 430) | HPDE-C7 pancreatic duct cells viability, fluorescence; higher % means a stronger effect | cytotoxicity, % at 10 µM, or EC50 in µM where a hit was titrated | actives 1.8% (n = 63,000);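 note: cells exposed to compound for 48 hours before viability readout; 0% = vehicle and 100% = reference cytotoxic drug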
LYP phosphatase: LYP phosphatase inhibitors, primary screen, biochemical, DiFMUP fluorescence, recombinant catalytic domain, 10 µM (AID 606). recombinant LYP catalytic domain, DiFMUP fluorescence; higher % means a stronger effect. one-dose inhibition, % at 10 µM; IC50 in µM for titrated hits. 52,000 tested, under 10 active;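 active = IC50 under 40 µM in the dose-response test; inactive = IC50 of 40 µM or more, or never dose-tested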
Spn PMK inh: blocks S. pneumoniae phosphomevalonate kinase. actives 0.49% (n = 65,000). inhibition, % at 10 µM. purified PMK, PK/LDH-coupled NADH absorbance 340 nm. AID 539;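 active = top-ranked compounds by inhibition in the single 10 µM screen, taking a fixed number of the strongest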;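 note: 0% = full reaction with DMSO carrier and 100% = background rate without enzyme reaction; no value below 0 was filed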
MK inhibit: inhibitors of Streptococcus pneumoniae mevalonate kinase | purified MK, PK/LDH-coupled NADH absorbance 340 nm | inhibition, % at 10 µM | actives 0.48% (n = 65,000) | AID 555;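 active = ranked among the strongest by inhibition in the single 10 µM screen, a fixed top-ranked set picked for dose follow-up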; note: no value below 0 was filed
TNAP inhibition: human TNAP enzyme inhibitors, biochemical, luminescent (AID 518); purified TNAP enzyme, luminescent substrate readout; higher % means a stronger effect; actives 0.09% (n = 64,000); inhibition, % at 20 µM; hits with a dose series show IC50 in µM; in the data active = a potency from the dose series; inactive = the rest, 99 in 100 with inhibition below about 22%;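 note: plate controls were vehicle for no effect and reference inhibitor for full effect; many of its hits are not listed in these tables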
DPM-DC inhibit: blocks S. pneumoniae diphosphomevalonate decarboxylase | purified DPM-DC, PK/LDH coupled NADH fluorescence | calls only at 10 µM | actives 0.49% (n = 65,000) | AID 556;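 active = the 320 compounds with the highest percent inhibition in the single-dose primary screen, excluding strongly autofluorescent ones, cut at about 32% in these data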;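 note: kinetic rate of NADH fluorescence loss reporting ADP formed by the decarboxylase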
Bfl-1 inhibitors: displacement of Bid BH3 peptide from Bfl-1 – biochemical, fluorescence polarization, FITC-Bid, mouse, primary screen (AID 432); FITC-Bid BH3 peptide fluorescence polarization displacement; higher % means a stronger effect; displacement, % at 20 µM, or IC50 in µM where a hit was titrated; actives 0.02% (n = 64,000); in the data active = a potency from the dose series; inactive = the rest, 99 in 100 with displacement below about 15%; note: strong numbers were not always called active
Spn PMK inh pilot replicates: further read-out of Spn PMK inh, marked with its call; inhibition, %; measured here: pilot screen replicates
MK inhibit pilot replicates: also measured in MK inhibit; calls as there; inhibition, %; measured here: pilot screen replicates
DPM-DC inhibit pilot screen %: further read-out of DPM-DC inhibit, marked with its call; inhibition, %; measured here: pilot screen trials
An asterisk follows results filed as active; i = inactive; nt = no result given. Cut-off read from the data, not from the text of the source, unless noted: active = cytotoxicity above about 50%; inactive = the rest.

SMILES | HT1080 viability | HPDE-C7K KRASV12 | HPDE-C7 viability | LYP phosphatase | Spn PMK inh | MK inhibit | TNAP inhibition | DPM-DC inhibit | Bfl-1 inhibitors | others
O=C(Nc1c(F)cc(F)cc1Br)c1ccco1 | 8% | 4% | 1% | 19% | 12 | 11 | -1% | i | 2%
COC(=O)c1[nH]c2cccc(OC)c2c1NC(=O)CCN1CCC(C(N)=O)CC1 | 36% | 9% | 6% | 11% | 15 | 7 | 7% | i | -3%
N#CCC(=O)NCC1(c2ccccc2)CCCC1 | 6% | 2% | 7% | 9% | 6 | 7 | 15% | i | -2%
O=C(COC(=O)c1ccccc1NC(=O)c1ccco1)NCc1ccc2c(c1)OCO2 | -2% | -20% | -14% | -7% | 11 | 3 | -6% | i | 7%
O=C1COc2ccc(-c3csc(NCC4CCCO4)n3)cc2N1 (centres undefined) | -3% | -4% | -4% | 8% | 18 | 5 | 2% | i | -3%
COC(=O)c1sccc1NC(=O)C1CC2CCC1C2 (centres undefined) | 6% | -5% | 2% | 0% | 5 | 4 | 10% | i | -4%
CC(NC(=O)Cc1cccs1)c1ccc2c(c1)OCO2 (centres undefined) | -2% | 9% | -8% | nt | 0 | 0 | 13% | i | -3% | Spn PMK inh pilot replicates=2.0;MK inhibit pilot replicates=5.0;DPM-DC inhibit pilot screen %=0.5
O=C(CCN1C(=O)COc2ccccc21)NCCC1=CCCCC1 | -2% | -9% | -15% | 13% | 16 | 0 | 7% | i | -6%
CSCC[C@H](NC(=O)OC(C)(C)C)C(=O)N1CCC(C(=O)N[C@H](C(=O)O)C(C)C)CC1 | 3% | 8% | -10% | 4% | 6 | 12 | 14% | i | -3%
OCCSc1nnc(Nc2ccccc2)s1 | 15% | 9% | -2% | 9% | 11 | 0 | 6% | i | 10%
CCCCc1nnc(NC(=O)CSc2nc(=O)cc(N)n2-c2ccccc2)s1 | 2% | nt | nt | -5% | 1 | 5 | -1% | i | 0%
CCC(C(=O)Nc1nccs1)c1ccccc1 (centres undefined) | 12% | 1% | -3% | -3% | 0 | 5 | 9% | i | 1%

Ordered by formula weight (falling): some entries from above.
SMILES | HT1080 viability | HPDE-C7K KRASV12 | HPDE-C7 viability | LYP phosphatase | Spn PMK inh | MK inhibit | TNAP inhibition | DPM-DC inhibit | Bfl-1 inhibitors | others
O=C(COC(=O)c1ccccc1NC(=O)c1ccco1)NCc1ccc2c(c1)OCO2 | -2% | -20% | -14% | -7% | 11 | 3 | -6% | i | 7%
CCCCc1nnc(NC(=O)CSc2nc(=O)cc(N)n2-c2ccccc2)s1 | 2% | nt | nt | -5% | 1 | 5 | -1% | i | 0%
COC(=O)c1[nH]c2cccc(OC)c2c1NC(=O)CCN1CCC(C(N)=O)CC1 | 36% | 9% | 6% | 11% | 15 | 7 | 7% | i | -3%

Returning to the listing; the 3 compounds before the break are reprinted first.
SMILES | HT1080 viability | HPDE-C7K KRASV12 | HPDE-C7 viability | LYP phosphatase | Spn PMK inh | MK inhibit | TNAP inhibition | DPM-DC inhibit | Bfl-1 inhibitors | others
OCCSc1nnc(Nc2ccccc2)s1 | 15% | 9% | -2% | 9% | 11 | 0 | 6% | i | 10%
CCCCc1nnc(NC(=O)CSc2nc(=O)cc(N)n2-c2ccccc2)s1 | 2% | nt | nt | -5% | 1 | 5 | -1% | i | 0%
CCC(C(=O)Nc1nccs1)c1ccccc1 (centres undefined) | 12% | 1% | -3% | -3% | 0 | 5 | 9% | i | 1%
COc1ccccc1C(=O)N(Cc1ccco1)C1CCS(=O)(=O)C1 (centres undefined) | 6% | -22% | -13% | 8% | 0 | 6 | 4% | i | -6%
COc1ccccc1OCc1csc(NC(=O)c2ccco2)n1 | 5% | 9% | -2% | 15% | 18 | 0 | 10% | i | -7%
CCOC(=O)CSc1nc(N)c(C#N)c(-c2ccc(OC)cc2)c1C#N | -17% | -15% | -6% | -1% | 7 | 13 | 13% | i | 1%
COC(=O)c1ccsc1NC(=O)CN1C(=O)CCC1=O | -2% | -1% | -3% | nt | 3 | 9 | 16% | i | 6% | Spn PMK inh pilot replicates=0.0;MK inhibit pilot replicates=2.0;DPM-DC inhibit pilot screen %=0.0
CCOC(=O)COn1c(=O)c(-c2ccco2)[n+]([O-])c2ccccc21 | 0% | -22% | -5% | 2% | 3 | 3 | 9% | i | 5%

Reprinted from above for reference:
SMILES | HT1080 viability | HPDE-C7K KRASV12 | HPDE-C7 viability | LYP phosphatase | Spn PMK inh | MK inhibit | TNAP inhibition | DPM-DC inhibit | Bfl-1 inhibitors | others
COc1ccccc1C(=O)N(Cc1ccco1)C1CCS(=O)(=O)C1 (centres undefined) | 6% | -22% | -13% | 8% | 0 | 6 | 4% | i | -6%
COc1ccccc1OCc1csc(NC(=O)c2ccco2)n1 | 5% | 9% | -2% | 15% | 18 | 0 | 10% | i | -7%
CCOC(=O)CSc1nc(N)c(C#N)c(-c2ccc(OC)cc2)c1C#N | -17% | -15% | -6% | -1% | 7 | 13 | 13% | i | 1%
COC(=O)c1ccsc1NC(=O)CN1C(=O)CCC1=O | -2% | -1% | -3% | nt | 3 | 9 | 16% | i | 6% | Spn PMK inh pilot replicates=0.0;MK inhibit pilot replicates=2.0;DPM-DC inhibit pilot screen %=0.0
